TDP2 absorb: blocks human TDP2 phosphodiesterase activity. O95551. recombinant TDP2, T5PNP hydrolysis, p-nitrophenol absorbance 415 nm. inhibition, % at 12.8 µM. 370,000 compounds, 0.34% hits;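 active means inhibition above the mean of all tested compounds plus 3 SD, set per campaign, cut at about 25% in these data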;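 further: 0% = DMSO with enzyme and 100% = buffer with substrate but no TDP2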
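Material: recombinant human TDP2; quantity: TDP2 enzyme at 120 nM final; medium: Tris-HCl pH 7.5 with MgCl2; compound: single concentration, 12.8 µM nominal, with 1% DMSO; incubation: 2 h enzyme incubation at 37 °C; signal: epi absorbance; measure: percent inhibition; benchmarks: high control without enzyme, low control DMSO plus TDP2; repeats: singlicate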
UHRF1 binding: blocks human UHRF1 binding to methylated DNA. UHRF1 binding to methylated oligo, TR-FRET. inhibition, % at 4.4 µM. 370,000 compounds, 0.75% hits. AID 687016; in the data active means inhibition above about 21%;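 further: UHRF1 SRA domain binding a hemimethylated CpG hairpin DNA probe; 0% = median of test compound wells and 100% = reference inhibitor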
Target sequence (Q96T88 whole entry, looked up, the tested form may be a part): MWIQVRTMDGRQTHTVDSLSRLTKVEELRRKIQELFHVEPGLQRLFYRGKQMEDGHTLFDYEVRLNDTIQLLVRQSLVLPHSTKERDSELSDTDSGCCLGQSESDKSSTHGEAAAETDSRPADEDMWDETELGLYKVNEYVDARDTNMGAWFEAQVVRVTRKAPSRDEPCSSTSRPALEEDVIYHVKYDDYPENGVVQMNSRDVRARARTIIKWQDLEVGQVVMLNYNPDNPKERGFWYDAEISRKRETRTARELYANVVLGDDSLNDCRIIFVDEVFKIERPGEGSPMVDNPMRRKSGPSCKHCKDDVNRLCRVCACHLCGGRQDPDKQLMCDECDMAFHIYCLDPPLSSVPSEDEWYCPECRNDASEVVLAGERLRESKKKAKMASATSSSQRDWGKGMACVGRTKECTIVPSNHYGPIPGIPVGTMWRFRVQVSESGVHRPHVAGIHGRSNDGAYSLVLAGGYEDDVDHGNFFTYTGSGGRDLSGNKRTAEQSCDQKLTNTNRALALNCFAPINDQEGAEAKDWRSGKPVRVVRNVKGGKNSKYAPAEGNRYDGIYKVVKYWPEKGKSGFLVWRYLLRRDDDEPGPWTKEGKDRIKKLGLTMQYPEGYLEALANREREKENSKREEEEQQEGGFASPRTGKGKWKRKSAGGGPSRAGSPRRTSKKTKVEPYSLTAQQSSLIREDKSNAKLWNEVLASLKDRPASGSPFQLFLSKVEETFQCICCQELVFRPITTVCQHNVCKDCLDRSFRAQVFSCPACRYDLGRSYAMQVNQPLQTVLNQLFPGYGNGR
DDE Tn7 FP inh: inhibitors of Tn7 peptide binding to human fibrin DD(E). P02675. FP displacement of FITC-Tn7 peptide from fibrin DD(E); 0% = median of compound wells per plate. inhibition, % at 8.3 µM. 370,000 compounds, 0.13% hits. AID 720508;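 active means inhibition above the mean of compounds falling within the control limits plus 3 SD of them, cut at about 14% in these data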;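 further: 0% = plate median of compound wells and 100% = 10 µM Aha-Tn7 peptide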
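Test system – human fibrin DD(E) · Times – 10 min preincubation, 3 h with tracer, room temperature · Detection – fluorescence polarization of the labelled Tn7 tracer · Measure – percent inhibition normalized to high-control wells · Benchmarks – high control wells with 10 µM unlabelled Aha-Tn7 peptide (full inhibition) · Repeats – singlicate testing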
mABHD4 FP: inhibits mouse alpha/beta hydrolase domain 4. purified mABHD4, FP-Rh probe fluorescence polarization. inhibition, % at 8.92 µM. 370,000 compounds, 0.54% hits. AID 720543;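 active means inhibition exceeding the mean over every tested compound plus 3 SD, cut at about 30% in these data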;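 further: 0% = plate median of compound wells and 100% = S159A mutant with DMSO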
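Test system: mABHD4 protein; Read-out basis: % inhibition; Incubation: 45 min + 60 min at 25 °C; Repeats: single replicate; Technique: fluorescence polarization with parallel and perpendicular emission, 525/598 nm; Compound: 8.92 µM, single dose; Benchmarks: full inhibition S159A mutant plus DMSO, zero as sample-well median.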
PRMT1 inh: blocks human protein arginine methyltransferase 1; Q99873; recombinant PRMT1, activity-based probe fluorescence polarization; inhibition, % at 2.79 µM; 370,000 compounds, 1.3% hits; AID 652257;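 active means inhibition above about 21% made by adding two undisclosed values, limit read from the data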
TCR-CD3 inh: inhibitors of human TCR-CD3 interaction. TAMRA-labeled TCR probe fluorescence, biochemical. inhibition, % at 9.4 µM. 360,000 compounds, 0.37% hits; in the data active means inhibition above about 19%;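 further: recombinant mutant TCR 2C K166C tagged with TAMRA read by polarization; 0% = receptor in buffer alone and 100% = receptor with positive control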
PG9 binder: small molecules binding HIV-1 gp120 antibody PG9; TR-FRET gp120-PG9 antibody binding; inhibition, % at 6.7 µM; 360,000 compounds, 0.43% hits; AID 624416; in the data active means inhibition above about 8.5%
SIAE primary: inhibitors of human sialic acid acetylesterase SIAE; Q9HAT2; SIAE FP-Rh probe binding, fluorescence polarization; inhibition, % at 9.66 µM; 370,000 compounds, 0.69% hits;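 active means inhibition above a cutoff: mean of compounds within the control limits plus 3 SD of those, cut at about 17% in these data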;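 further: 0% = plate median of compound wells and 100% = probe without SIAE protein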
LEDGF integ inh: blocks HIV-1 LEDGF/p75-dependent DNA integration; inhibition, % at 3.7 µM; TR-FRET IN-LEDGF/p75 DNA integration, Eu/Cy5; 370,000 compounds, 0.64% hits;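 active means inhibition above the screen-wide mean plus 3 SD, cut at about 13% in these data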;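 further: signal is the Cy5 over europium emission ratio at 671 and 618 nm; 0% = plate median of compound wells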
HTRA1 inhibitor: blocks human HTRA1 serine peptidase. recombinant HTRA1, FP-rhodamine activity-based probe, fluorescence polarization. 340,000 compounds, 0.5% hits. Q92743. inhibition, % at 5.96 µM; in the data active means inhibition above about 36%;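 further: 0% = enzyme with DMSO and 100% = wells lacking enzyme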
* marks the source's active call; other numbers are inactive results; · = no result given.

smiles	TDP2 absorb	UHRF1 binding	DDE Tn7 FP inh	mABHD4 FP	PRMT1 inh	TCR-CD3 inh	PG9 binder	SIAE primary	LEDGF integ inh	HTRA1 inhibitor
CC(=O)c1ccc(N2CCN(CC(O)c3ccccc3)CC2)cc1 (centres undefined)	6	5	-6	3	3	-6	0.8	0	-5	0
CC(C)C[C@H]1CNC(=S)N1CC1CCCN1C[C@H](CC(C)C)N1C[C@H](CC(C)C)N(CC2CCCCCC2)C1=S (some centres undefined)	4	-2	3	-2	0	10	-0.8	0	-1	4
Cc1ccccc1NC(=O)C(Cl)=C(Cl)Cl	13	0	1	2	3	-5	-1.3	2	0	-3
C/C=C/C(=O)Nc1cccc(C(F)(F)F)c1	-1	-1	-2	8	-3	-2	-2.3	5	1	2
O=C(O)c1cccc(N2C(=O)c3cccc4c(Cl)ccc(c34)C2=O)c1	6	0	0	-1	1	1	-0.5	4	5	-1
Cc1ccc(S(=O)(=O)N2CCOCC2)cc1C(=O)N1CCCC1	-5	2	-5	2	-2	3	-0.8	-5	2	3
O=C(NCc1ccc(F)cc1)C(=O)NCC1OCCN1S(=O)(=O)c1cccs1 (centres undefined)	0	0	11	-1	-1	2	-1.1	4	-1	-2
O=C(N/N=C/c1ccco1)c1csc2c1CCCC2	8	-1	5	-5	-1	8	-2.3	5	0	-6
O=S1(=O)c2ccc(Br)cc2OC[C@@H](Cc2ccccc2)N1Cc1cn(Cc2ccc(F)cc2)nn1	3	-2	-4	0	-1	·	·	-4	2	·
O=C1N/C(=N\S(=O)(=O)Cc2ccccc2)S/C1=C/c1cccc([N+](=O)[O-])c1	10	-1	-1	-4	3	-3	0.5	-10	-3	-7
Cn1c(C(=O)NCc2ccccc2)cc2oc3ccccc3c21	6	-3	4	-27	-1	-4	-1.0	5	1	-36
O=C(Nc1cccnc1)c1cnc2ccccc2n1	10	-4	8	-4	-2	0	0.4	-4	2	-3
O=C(Cn1nnc(-c2ccc(F)cc2)n1)N1CCCCC1	-5	2	-2	-2	2	-2	0.1	2	1	-2
COC(=O)C[C@H]1CC[C@@H](NS(=O)(=O)c2ccccc2)[C@@H](CO)O1	-11	2	2	4	-1	4	-0.7	-6	5	·
O=C(NCCCn1ccnc1)c1cn(-c2ccccc2)nc1-c1ccc(F)cc1	9	-6	5	4	-3	-1	1.4	-2	5	-7
CSc1ccccc1C(=O)NC1CCCN(c2ccc(C(F)(F)F)cn2)C1 (centres undefined)	11	0	-5	5	6	-5	0.4	-1	2	-7
CCc1ccc2c(c1)[C@]1(C(=O)N2)[C@@H]2C(=O)N(Cc3ccccc3)C(=O)[C@@H]2[C@@H]2CCCN21	-3	0	3	-3	-1	-2	0.2	2	1	-14
COc1cccc(NC(=S)N2CCc3cc(OC)c(OC)cc3C2COc2ccc3c(C)cc(=O)oc3c2)c1 (centres undefined)	-5	2	0	-4	-2	-3	-0.9	3	0	-9
COc1ccc(-c2cn3cccnc3n2)cc1NC(=O)c1cccs1	-12	-1	7	-8	0	2	-0.3	-2	-4	1
COc1ccc(N2C3=C(CC4=C2CCCC4=O)C(=O)CCC3)cc1	6	-2	10	59*	10	2	0.2	14	2	76*
C/C(=N\OCc1cccc(C(=O)O)c1)c1ccc(Cl)cc1	5	-3	-8	-13	-2	3	-1.8	-4	7	·
COC(=O)c1ccc2nc(-c3cccc(Br)c3)c(Cc3ccccc3C(F)(F)F)n2c1	4	4	-1	-3	0	2	0.6	1	-4	·
O=C(Cn1cc2c(n1)CCCC2)N1CCCc2ccccc21	4	0	-3	-1	1	2	-0.3	10	-3	2
O=C(Nc1cccc(S(=O)(=O)N2CCCCC2)c1)C1COc2ccccc2O1 (centres undefined)	1	-1	-3	-8	-2	-8	0.1	-5	-1	-18
CC(=O)c1c(C)[nH]c(C(=O)COC(=O)C2(C)CC2(Cl)Cl)c1C (centres undefined)	12	13	3	-7	-3	-5	-0.9	4	-2	5
CCC1(c2ccc(F)cc2)NC(=O)N(CC(=O)N2CCN(S(=O)(=O)c3ccc(Cl)cc3)CC2)C1=O (centres undefined)	-9	1	4	-3	-6	3	-0.2	-5	-2	-9
Cc1ccc(S(=O)(=O)N2CCN(CC(O)c3ccccc3)CC2)cc1 (centres undefined)	5	3	-2	-2	-5	0	-0.6	-3	3	0
C=CCn1c(N)c(C(=O)NCC2CCCO2)c2nc3ccccc3nc21 (centres undefined)	35*	8	-1	-2	-2	-1	-0.7	-4	3	2
Cc1ccc(C(=O)/C=C/c2cc(C#N)n(C)c2C)cc1	12	-1	-1	6	2	0	0.8	-9	-2	-13
Cn1c(SCC(=O)Nc2ccc(Br)cc2)nc(O)cc1=O	9	-2	-4	0	-3	-4	0.3	4	-4	-12
CCc1ccccc1NC(=O)c1ccccc1Sc1ccc([N+](=O)[O-])cc1Cl	5	-2	2	0	-3	-6	-1.2	-5	1	-19
COCCN(C(=O)Cc1coc2cc(C)c(C)cc12)c1c(N)n(Cc2ccccc2)c(=O)[nH]c1=O	9	0	1	-1	-2	5	0.2	1	-1	-2
COc1ccc2nc(NC(=O)c3ccccc3[N+](=O)[O-])sc2c1	1	-1	7	-3	-2	3	1.0	5	-3	5
Fc1ccc(NC(=S)NN2CCOCC2)cc1Cl	-2	6	2	3	3	-4	-1.2	-1	0	2
COc1ccccc1C(=O)N1CCCN(C(=O)c2ccccc2OC)CC1	17	19	7	-8	-2	1	-0.8	4	1	8
C=CCN(CC(=O)NC1CCCC1)C(=O)C(=O)Nc1ccc2c(c1)OCCO2	5	2	-1	1	0	4	-2.4	-3	0	1
O=C(Nc1ccc(Cl)cc1)C1CCCN(c2cnccn2)C1 (centres undefined)	1	-1	7	-3	2	-7	2.6	11	4	1
CCc1ccc(CCC(=O)Nc2nc(CC(C)=O)ns2)o1	6	0	5	2	7	-4	0.8	-1	7	1
O=C(NCCc1ccccc1)OCc1cn(-c2cccc(Cl)c2)nn1	3	0	-2	-1	3	·	·	8	-4	·
O=C(Nc1ccc2c(c1)OCO2)c1ccc(Cl)c(S(=O)(=O)N2CCOCC2)c1	0	-2	-4	1	-2	3	-2.7	3	2	4

Three compounds from above, arranged by the value under mABHD4 FP, descending.
Compound	mABHD4 FP
CCc1ccc(CCC(=O)Nc2nc(CC(C)=O)ns2)o1	2
O=C(Nc1ccc2c(c1)OCO2)c1ccc(Cl)c(S(=O)(=O)N2CCOCC2)c1	1
O=C(Nc1ccc(Cl)cc1)C1CCCN(c2cnccn2)C1 (centres undefined)	-3

Further structures.
smiles	TDP2 absorb	UHRF1 binding	DDE Tn7 FP inh	mABHD4 FP	PRMT1 inh	TCR-CD3 inh	PG9 binder	SIAE primary	LEDGF integ inh	HTRA1 inhibitor
CN1/C(=C\C(=S)NC(=O)c2ccc([N+](=O)[O-])cc2)C(C)(C)c2ccccc21	11	-2	-5	-11	1	-1	-1.3	-33	0	-27
O=C(N/N=C/c1ccc(Br)o1)c1ccc2c(c1)OCCO2	-2	-2	-5	5	0	3	-2.5	-4	1	-1
Cc1oc(-c2ccccc2Cl)nc1CSCC(=O)NC1CCCC1	-2	0	-3	-4	1	-5	1.0	3	2	-4
CC(C)c1ccc(CCNC(=O)c2ccc([N+](=O)[O-])cc2)cc1	-17	6	4	2	1	-4	-1.0	3	-1	1
CC(=O)Nc1ccc(S(=O)(=O)N2CCC(C(=O)NCCc3c[nH]c4ccccc34)CC2)cc1	-2	1	-2	-5	-2	-2	0.3	5	2	-4
Cc1cc(F)ccc1S(=O)(=O)N1CCCCC1CCNC(=O)C(=O)NCc1ccccn1 (centres undefined)	-13	0	-12	-6	-4	-2	1.5	-3	-1	-6
Cn1cc(C(=O)NCc2cccs2)c(=O)c2cc(S(=O)(=O)N3CCCC3)ccc21	-7	1	1	1	-2	-2	-1.2	-10	3	6
CC(OC(=O)c1ccco1)C(=O)NCc1cccs1 (centres undefined)	6	4	0	4	4	-2	-0.2	-4	4	5
COc1cc(CNCCc2ccccc2)cc(Cl)c1OCc1ccccc1	-8	0	-5	10	-3	5	-0.4	0	4	-12
COc1ccc(C(=O)Nc2ccc(C(=O)Nc3cccc(C)c3)cc2)cc1	14	1	-9	-3	2	4	-0.6	-5	-2	0
O=C(c1cc(-c2ccccc2Cl)nc2ccccc12)N1CCN(c2ccccc2O)CC1	5	0	11	-5	1	2	-0.5	9	-3	-18
CCOc1ccc(C2CC(c3cccc(C)c3)n3nc(N)nc3N2)cc1 (centres undefined)	-8	-3	2	2	-3	5	-2.7	4	-1	9
CC(C)(C)N1Cc2nnn(Cc3ccccc3)c2-c2ccccc2S1(=O)=O	-6	0	-1	2	2	·	·	-2	-4	·
Cc1c(C=O)c2ccccn2c1C(=O)c1ccccc1Cl	-7	1	-3	5	-5	-2	-2.3	7	9	-11
Cn1c(CNc2ccc(F)cc2)nnc1SCC(=O)NNC(=O)Cc1ccccc1	-2	-1	3	0	2	2	-0.4	0	-3	2
COCCNC(=O)c1c[nH]c2ccc(S(=O)(=O)N3CCOCC3)cc2c1=O	-11	5	-1	5	-1	7	-0.6	-1	1	4
CC(C)COP(=O)(OCC(C)C)C(O)c1ccccc1F (centres undefined)	-14	5	1	-1	0	-7	1.4	5	3	1
COc1cccc(/C=N/n2c(-c3cccs3)n[nH]c2=S)c1	2	-1	-6	-5	28*	0	-1.9	1	7	-14
COc1ccc2cc3cc(C(=O)NCC4CCCO4)oc3nc2c1 (centres undefined)	-13	-18	6	-1	-1	1	-0.1	8	1	5
CC(C)(C)c1cc(C(=O)NNS(=O)(=O)c2ccccc2)n[nH]1	-6	-2	2	3	0	0	0.8	0	0	5
CN(C)CCNC(=O)c1ccc2c(c1)N(Cc1ccc(F)cc1)CCS2	4	0	2	3	1	4	-0.2	9	-5	5
COCCCN1C(=O)C(CC(=O)NCCN2CCOCC2)CC(C(=O)N2CCOCC2)=C1C (centres undefined)	6	1	1	3	0	6	1.4	-3	-4	·
O=C(NNCC(O)COc1ccccc1)c1ccccc1 (centres undefined)	4	0	3	-2	-2	6	-1.2	3	-2	-11
Cc1ccc(-n2nnc3c(=O)n(Cc4cc(C)ccc4C)cnc32)cc1	4	2	-4	0	6	-1	0.1	-2	1	2
Cc1cccc(NC(=O)C2CCCN2S(=O)(=O)c2cccc3cccnc23)c1C (centres undefined)	3	0	-1	-3	-4	·	·	2	1	·
Cc1ccc(CNC2=NCCCCC2)n1C	3	-1	-5	-1	-1	0	0.1	1	-2	7
